KCNQ2 block – KCNQ2 potassium channel inhibitors, primary screen, cell-based, CHO-K1, FluxOR thallium flux, B-score (AID 2156); Potassium voltage-gated channel subfamily KQT member 2 (Rattus norvegicus), O88943; 20 min; active compounds read low; B-score at 10 µM; hit rate 1.1% among 310,000;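 active = fluorescence ratio B-score at most minus 3 library SDs, with starting brightness B-score within 2 library SDs, cut at about -5.5 in these data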
CHT inh – inhibitors of human choline transporter CHT; High affinity choline transporter 1 (Homo sapiens), Q9GZV3; CHT-expressing cells, membrane potential dye, choline response; active compounds read low; B-score at 10 µM; hit rate 0.86% among 310,000; AID 488975, 2010;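 active = B-score over 3 SD under the library average, and starting fluorescence ratio not unusually high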;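 also: choline stimulus applied at its EC90 after an EC20 pre-addition; B-score computed on integrated fluorescence ratio after choline addition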
Target sequence (Q9GZV3 whole entry, looked up): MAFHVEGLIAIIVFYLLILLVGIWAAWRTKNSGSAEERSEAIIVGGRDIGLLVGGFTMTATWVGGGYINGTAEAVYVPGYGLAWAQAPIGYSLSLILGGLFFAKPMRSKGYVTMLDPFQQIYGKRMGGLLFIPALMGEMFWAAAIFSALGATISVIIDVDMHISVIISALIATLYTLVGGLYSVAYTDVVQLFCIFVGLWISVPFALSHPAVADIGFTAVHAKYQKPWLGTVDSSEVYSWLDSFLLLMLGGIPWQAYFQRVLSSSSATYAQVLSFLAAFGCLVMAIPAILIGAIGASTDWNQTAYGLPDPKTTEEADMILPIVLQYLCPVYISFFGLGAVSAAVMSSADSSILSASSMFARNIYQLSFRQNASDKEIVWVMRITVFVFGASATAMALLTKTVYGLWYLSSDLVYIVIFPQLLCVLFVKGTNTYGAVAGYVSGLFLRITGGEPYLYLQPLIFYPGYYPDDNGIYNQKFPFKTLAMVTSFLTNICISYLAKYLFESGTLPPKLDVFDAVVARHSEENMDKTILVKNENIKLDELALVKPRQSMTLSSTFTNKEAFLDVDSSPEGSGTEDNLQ
Starred values were filed as active, the others as inactive; i = inactive; / = no result given.

A first look:
KCNQ2 block	CHT inh	canonical_smiles
-5.9*	i	Cc1cccc(N2CCN(C(=O)CCC(=O)N3CC(C)Oc4ccccc43)CC2)c1C (configuration not stated)
i	i	COC(=O)c1ccn(-c2nc(-c3ccco3)cc(C(F)(F)F)n2)n1

The whole of this part, from the first entry:
KCNQ2 block	CHT inh	canonical_smiles
-5.9*	i	Cc1cccc(N2CCN(C(=O)CCC(=O)N3CC(C)Oc4ccccc43)CC2)c1C (configuration not stated)
i	i	COC(=O)c1ccn(-c2nc(-c3ccco3)cc(C(F)(F)F)n2)n1
i	i	CN(CCO)C(=O)C1CCN(c2ncc(C(F)(F)F)cc2Cl)CC1
i	i	O=S(=O)(O)CCS
i	i	CN(CC(=O)OCC(N)=O)S(=O)(=O)c1ccc(Cl)cc1
i	i	CC(=O)N1CCN(c2ccc(NCc3ccc(C(C)C)cc3)cc2)CC1
i	i	O=C(NCCCNC(=O)c1ccccn1)c1ccc(Br)cc1
i	i	O=C(Nc1ccc(Cl)c(Cl)c1)Nc1cc(C(=O)N2CCOCC2)ccc1N1CCCCC1
i	i	Cc1c(C(=O)N2CCC(Cc3ccccc3)CC2)sc2ncnc(N3CCC(C)CC3)c12
i	i	CN(CCCN1CCOCC1)C(=O)c1cc(COc2cccc(C(F)(F)F)c2)on1
i	i	Cc1[nH]c2c(Cl)cccc2c(=O)c1CN1CCCC1
i	i	COc1ccc(C(=O)Cc2cc(OC)c(OC)cc2[N+](=O)[O-])cc1
i	i	COc1ccc(N(C(=O)Cn2nnc(-c3ccc(F)cc3)n2)C(C)C(=O)NC2CCCC2)cc1 (configuration not stated)
i	i	CCCS(=O)(=O)C/C(N)=N/OC(=O)c1ccccc1Cl
i	-8.8*	NC(=O)CCCn1c(C(=O)c2cc(Cl)c(N)c(Cl)c2)c2ccc([N+](=O)[O-])cc2[n+]1[O-]
i	i	O=C(COC(=O)c1cnccn1)NCCc1ccccc1
i	i	CC(=O)Nc1ccc2nc(-c3ccc(Br)o3)[nH]c2c1
i	i	Cc1ccccc1NS(=O)(=O)c1ccc(NC(=O)CSCc2ccc(Br)cc2)cc1
i	i	O=C1CN(C(=O)c2cc(Br)c(Br)s2)c2ccccc2N1
i	i	S=C(c1ccccc1)N1CCSCC1
i	i	CCc1nnc(NC(=O)/C=C/c2ccco2)s1
i	i	COc1ccccc1OCc1csc(N)n1
i	i	COC(=O)N/N=C/c1cn(CCOc2ccc(OC)cc2)c2ccccc12
i	i	Cc1cc(NCCOCCO)n2ncc(-c3ccc(Cl)cc3)c2n1
i	i	CC(C)CN(C(=O)COC(=O)COc1ccc2ccccc2c1)c1c(N)n(Cc2ccccc2)c(=O)[nH]c1=O
i	i	CSCCC(NC(=O)c1ccccc1)C(=O)N/N=C(\C)Cc1ccccc1 (configuration not stated)
i	i	CCC/C=C1/CCCOC(C(=O)NCc2ccccn2)(C(F)(F)F)C1 (configuration not stated)
i	i	CCn1cc(C2=NOC(C(=O)Nc3cccc(C(C)=O)c3)C2)c(C)n1 (configuration not stated)
i	i	C=CCN1CC(=O)N2C(c3ccccc3)c3[nH]c4ccccc4c3C[C@H]2C1=O (some centres not stated)
i	i	COc1ccc2c(=O)c(N3C(=O)c4ccccc4C3=O)coc2c1
i	i	CSc1nsc(SC)c1C(=O)Nc1ccc(C)cc1
i	i	COCCCC/C(=N\OCCN)c1ccc(C(F)(F)F)cc1
i	i	COc1cc(NC(=O)c2ccnn2C)c(OC)cc1Cl
i	i	COc1ccc(Cl)cc1NC(=S)NCCO
i	i	O=C(NCCc1csc(-c2ccc(Cl)cc2)n1)c1ccco1
i	/	Cc1cc(C)c(S(=O)(=O)NCC2CCC(C(=O)NCCCN3CCOCC3)CC2)c(C)c1 (configuration not stated)
i	i	Cc1nn2c(NCCOCCO)c3c(nc2c1-c1ccccc1)CCC3
i	i	C/C(=N/NC(=O)c1ccc(-c2ccccc2)cc1)c1cc(O)cc(O)c1
i	i	CC1CC(C)CN(C(=O)Cn2c(-c3nonc3N)nc3ccccc32)C1 (configuration not stated)
i	i	Cc1ccc(C)c(C(=O)OCC(=O)Nc2cccc(S(=O)(=O)NC3=NCCCCC3)c2)c1
i	i	O=C(Nc1ccc(S(=O)(=O)N2CCOCC2)cc1)c1ccco1
i	i	C=CCOC(=O)C1=C[C@@H](c2ccc(Br)cc2)C[C@@H](OCc2ccc(CO)cc2)O1
i	i	CNC(=O)c1ccsc1NC(=O)c1ccc(Cl)s1
i	i	C=C(C)C1CC=C(CN2CC(C)OC(C)C2)CC1 (configuration not stated)
i	i	COc1ccc(O)c(/C=N/c2nc3ccccc3n2C)c1
i	i	COc1ccc(-c2cc(CNC(=O)CCl)on2)cc1
i	i	Cc1nn(-c2ccccc2)c(C)c1NC(=O)COc1ccc(F)cc1Cl
i	i	Cc1ccccc1-c1nc(CN2CCC(C(=O)NCc3cccnc3)CC2)c(C)o1
i	/	CCOc1ccc(N(CC(=O)NCc2ccco2)C(=O)CCC(=O)Nc2ccccn2)cc1
i	i	Cc1ccc(-n2nc3c(=O)n(CC(=O)NCCC4=CCCCC4)nc(C)c3c2C)cc1
i	i	COc1ccc(CC(=O)NC(C)c2nnc(SCCOc3ccc(OC)cc3)n2C)cc1 (configuration not stated)
i	i	OCCNc1nc(Nc2ccccc2)nc2ccccc12
i	i	O=C(NCc1ccccn1)c1ccc(Cl)s1
i	i	Cn1nc(C(=O)N2CCN(c3ccc([N+](=O)[O-])cc3)CC2)c2c1-c1ccccc1S(=O)(=O)C2
i	i	Cc1cc(NC(=O)CSc2ncnc3c2cnn3-c2ccccc2)no1
i	i	O=C(c1ccc(F)cc1)N1CCC(O)(c2cccnc2)CC1
i	i	COc1ccccc1NS(=O)(=O)c1ccc2ccccc2c1
i	i	NCCCN1CCOCC1
i	i	Cc1cccc(OC(C)C(=O)N2CCCc3ccccc32)c1 (configuration not stated)
i	i	Cc1cc(NS(=O)(=O)c2ccc(NC(=S)NC(=O)c3cccnc3)cc2)no1

Continuation:
KCNQ2 block	CHT inh	canonical_smiles
i	i	O=C(c1ccc(Cl)cc1)N1N=CCC1(O)c1ccc(Cl)cc1 (configuration not stated)
i	i	CC(O)[C@@]1(O)CC[C@H]2[C@@H]3CC[C@H]4C[C@@H](O)CC[C@]4(C)C3=CC[C@@]21C (some centres not stated)
i	i	COC(=O)c1ccc(COc2cccc(C)c2C)cc1
i	i	COc1cccc(-c2c(C(=O)N/N=C(\C)COc3ccccc3)nnn2-c2nonc2N)c1
i	i	CC1CCN(C(=O)CCNS(=O)(=O)c2ccc3c(c2)oc(=O)n3C)CC1
i	i	CCCC(=O)Nc1ccc(Sc2ccc([N+](=O)[O-])cc2)cc1
i	i	CC12CCC(C/C1=N/NC(=O)Nc1ccccc1)C2(C)C (configuration not stated)
i	i	COc1cc(/C=C/C(=O)OCc2cn3cc(Cl)ccc3n2)ccc1O
i	i	CC1CN(CCOc2ccc(Cl)c(Cl)c2)CC(C)O1 (configuration not stated)
i	i	COc1cc(/C=N/NC(=O)c2ccncc2)ccc1OC(=O)c1cc(OC)c(OC)c(OC)c1
i	i	O=C(NCC(c1cccnc1)N1CCN(c2ccc(F)cc2)CC1)c1ccccc1 (configuration not stated)
i	i	O=C(Nc1ccc2ccccc2c1)c1cccc([N+](=O)[O-])c1
i	i	CCOc1ccccc1OCCOCCN1CCN(Cc2ccccc2)CC1
i	i	O=C(N/N=C/c1cc([N+](=O)[O-])ccc1O)c1ccc2c(c1)OCCO2
i	i	COc1ccccc1NC(=S)N(c1ccccc1)C(C)C
i	/	O=C(Nc1ccccc1-c1nc2ccccc2[nH]1)c1ccc(S(=O)(=O)N2CCCCC2)cc1
i	i	COc1cc(NS(=O)(=O)c2ccc(NC(=O)c3ccc(F)cc3)cc2)ncn1
i	i	CSc1cccc(NC(=O)CCCOc2ccc(Cl)cc2C)c1
i	i	CCOC(=O)c1csc(NC(=O)c2cc3ccccc3o2)n1
i	i	COc1ccc(N=NC2=C(O)CC(C)(C)CC2=O)c(OC)c1
i	i	Cn1c(SCC(=O)c2ccccc2)nnc1-c1ccccn1
i	i	Cc1ccc(OCC(=O)NCc2ccccn2)c(Br)c1
i	i	CCCOc1ccc(C(=O)Nc2ccc(Cl)cn2)cc1
i	i	C=CCOC(=O)C1=C[C@H](c2ccc3c(c2)OCO3)C[C@H](OCCCCO)O1
/	i	CCC1=C2CC[C@H]3C(=O)N(c4ccccc4)C(=O)[C@H]3[C@H]2[C@@]2(C)C(=NCC(=O)OC)OC(=O)N2C1=O
/	i	c1ccc(-c2ccc(OCCCn3cncn3)cc2)cc1
i	i	COc1ccccc1OCC(=O)NCc1cccs1
-6.1*	i	CSc1ccc(S(=O)(=O)NCc2ccccc2C)cc1
i	i	O=C(O)c1cccc(S(=O)(=O)N2CCCC2)c1
i	i	CC(=O)N1CCc2cc(S(=O)(=O)CCC(=O)NCCc3ccccc3)ccc21
i	i	O=C(N/N=C/C=C/c1ccco1)c1cccnc1
i	i	CC(=O)c1ccc(C#CC(C)(C)O)s1
i	i	CCCC(=O)Nc1cc2c3c(c1)C(C)C(=O)N3CCC2 (configuration not stated)
i	i	O=C(Nc1ccc(O)cc1)c1ccc(NC(=O)c2cccs2)cc1
i	i	Cc1ccc(C)c(S(=O)(=O)NCc2ccc(C(=O)N3CCCCC3C)cc2)c1 (configuration not stated)
i	i	CN(/N=C/c1ccc(Cl)cc1Cl)c1ncc(Cl)cc1C(F)(F)F
i	i	CCOc1ccccc1OCCOc1ccc(F)cc1
i	i	O=[N+]([O-])c1ccc(Oc2ccc(C(F)(F)F)cn2)cc1
i	i	O=C(c1ccccc1)c1cnc(Nc2ccc(Cl)c(Cl)c2)s1
i	i	CC1=C(C(=O)OCc2ccccc2)C(c2cccc([N+](=O)[O-])c2)NC(=O)N1CCCCCC(=O)O (configuration not stated)
i	i	O=C(Nc1cccnc1)c1ccc(-c2ccc(Cl)cc2)o1
i	i	Cc1cc2nc(SC(C)C(=O)O)[nH]c2cc1C (configuration not stated)
i	i	CCOC(=O)C1CCN(C(=O)NS(=O)(=O)c2ccc(C)cc2)CC1
i	i	CC(/C=C/C=C/c1ccccc1)=N\NC(=O)c1cccnc1
i	-5.7*	CCOC(=O)C1CCCN(C(=O)Cc2c(F)cccc2Cl)C1 (configuration not stated)
i	/	CC1CCN(c2nnc(N)s2)CC1
i	i	Cc1cc(C)c(NC(=S)N(C)C)cc1C
i	i	CC(=O)c1cccc(NC(=O)NCc2ccc3c(c2)OCO3)c1
i	i	CCc1[nH]nc(C(=O)N2CCCC(CCC(=O)N3CCN(c4ccccn4)CC3)C2)c1C (configuration not stated)
i	i	CN(C)CCCNC(=O)c1cc(C(=O)c2cccc(Cl)c2Cl)c[nH]1
i	i	CC1(C)CSC(=NCCc2ccccc2)N1
i	i	Cc1cc(C)nc(SCc2csc(-c3ccccc3)n2)n1
i	i	C=CCNC(=O)c1c(CSc2ccc(Cl)cc2)noc1C(=O)NCCC
i	i	O=C(OCC(=O)N1N=C(c2ccc(Cl)cc2)CC1c1ccco1)c1ccccc1O (configuration not stated)
i	i	CCN1C(=O)C(CC(=O)Nc2ccc(Br)cc2)N(CCCc2ccccc2)C1=S (configuration not stated)
i	i	O=C(CNc1cccc(S(=O)(=O)N2CCCC2)c1)Nc1ccc(F)c(F)c1
i	i	Cc1ccccc1C(=O)NNC(=O)Nc1ccccc1
i	i	CC/C(=N\O)C(C)(C)/[N+]([O-])=C/c1ccc(Br)cc1
i	i	COc1ccccc1C(=O)Nc1ccc(NC(=O)c2ccco2)cn1
i	i	Cc1cc(C)n2nc(SCc3ncc(-c4ccccc4)o3)nc2n1

5 successive compounds out of the list so far, quoted:
KCNQ2 block	CHT inh	canonical_smiles
i	i	O=C(N/N=C/C=C/c1ccco1)c1cccnc1
i	i	CC(=O)c1ccc(C#CC(C)(C)O)s1
i	i	CCCC(=O)Nc1cc2c3c(c1)C(C)C(=O)N3CCC2 (configuration not stated)
i	i	O=C(Nc1ccc(O)cc1)c1ccc(NC(=O)c2cccs2)cc1
i	i	Cc1ccc(C)c(S(=O)(=O)NCc2ccc(C(=O)N3CCCCC3C)cc2)c1 (configuration not stated)

Following part.
KCNQ2 block	CHT inh	canonical_smiles
i	i	Cc1occc1-c1nnc(SCC(=O)N2CCN(c3ccccc3F)CC2)n1C
i	i	C=CCn1c(N)c(-c2nc3ccccc3n2C)sc1=S
i	i	O=[N+]([O-])c1ccc(N/N=C/c2ccc(OCc3cccc4ccccc34)cc2)nc1
i	i	CCOC(=O)c1c(C)n(C)c2cc(-c3ccc(C)cc3)c(O)cc12
i	i	Cc1c(C(=O)OCC(=O)NCc2ccccc2)oc2ccccc12
i	i	Cc1cccc(OCCn2c(=O)sc3ccccc32)c1
i	i	COc1ccc(CNC(=O)C(=O)NCC2OCCN2S(=O)(=O)c2cccs2)cc1 (configuration not stated)
i	i	Cc1ccsc1/C=N/NC(=O)CNC(=O)c1ccc(S(=O)(=O)N(C)C)cc1
i	i	Cn1ncc2c(Nc3ccc(O)cc3)nc(Cl)nc21
i	i	Fc1ccc(CSc2nnc(-c3cccs3)o2)cc1

Three of the compounds above, with tabs:
mol	KCNQ2 block	CHT inh
CCOC(=O)c1c(C)n(C)c2cc(-c3ccc(C)cc3)c(O)cc12	i	i
Cc1c(C(=O)OCC(=O)NCc2ccccc2)oc2ccccc12	i	i
Cc1cccc(OCCn2c(=O)sc3ccccc32)c1	i	i

6 records picked at random from the list so far:
KCNQ2 block	CHT inh	canonical_smiles
i	i	C=CCn1c(N)c(-c2nc3ccccc3n2C)sc1=S
i	i	Cc1occc1-c1nnc(SCC(=O)N2CCN(c3ccccc3F)CC2)n1C
i	i	O=[N+]([O-])c1ccc(N/N=C/c2ccc(OCc3cccc4ccccc34)cc2)nc1
i	i	Fc1ccc(CSc2nnc(-c3cccs3)o2)cc1
i	i	Cc1c(C(=O)OCC(=O)NCc2ccccc2)oc2ccccc12
i	i	CCOC(=O)c1c(C)n(C)c2cc(-c3ccc(C)cc3)c(O)cc12
